Assay outcomes (PubChem BioAssay)
T cell HTS = T cell immune modulators affecting CD8 T cell-vesicle binding; calls only at 7 µM; 2C CD8+ T cell-vesicle binding, flow cytometry; active compounds read low; AID 2052; actives 0.068% (n = 330,000);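 active means response, share of CD8 T cells binding vesicles, and their 90th percentile fluorescence all below set limits, cut at about 80% in these data, passing the limit was not always enough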
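Test system: purified 2C TCR transgenic mouse naive CD8+ T cells. Probe or stimulus: QL9-peptide-loaded Drosophila micro-vesicles bearing Ld, ICAM-1 and B7-1. Incubation: binding step 1.5 h, 37 °C, antibody labelling 20 min, ice. Measured by: flow cytometry of vesicle-bound cells.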
Myeloid diff 2 = compounds promoting myeloid differentiation. ER-HoxA9 myeloid progenitors, lysozyme-GFP differentiation, flow cytometry. AID 624256. calls only at 10 µM. actives 1% (n = 360,000);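 active means normalized GFP-positive differentiation at or above the plate's own cutoff, the solvent-only control mean plus 3 SD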;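 further: cells exposed to compound for four days before flow analysis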
T cell HTS vesicle-bound % = further read-out of T cell HTS, marked with its call; double positive events, %; measured here: CD8+ vesicle-bound cell fraction;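 binding gate set so that unloaded-vesicle control wells show 10% double positive cells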
Myeloid diff 2 GFP+ MAC1+ % = also measured in Myeloid diff 2; calls as there; GFP+ MAC1+ double positive, %; measured here: differentiation confirmed by MAC1 staining
Starred values were filed as active, the others as inactive; i = inactive; nt = no result given; + = active, no number.

Screens in order: T cell HTS, T cell HTS vesicle-bound %, Myeloid diff 2, Myeloid diff 2 GFP+ MAC1+ %
> Cc1cccc(-n2ncc3c(=O)[nH]c(SCC(=O)Nc4cc(C)on4)nc32)c1
    i, 39, i, 1.7
> CC(N)C(=O)NC(C(=O)N1CCCC1C(=O)NC(c1ccccc1)c1ccccc1)C(C)C (configuration not stated)
    i, 16, i, 2.2
> CN(CC(=O)Nc1c(Cl)cccc1Cl)C(=O)c1ccc2nc[nH]c2c1
    i, 10, i, 0.7
> O=C(NCc1ccco1)c1cc(-c2ccccc2)nn1CC1CC(c2cccc([N+](=O)[O-])c2)=NO1 (configuration not stated)
    i, 12, i, 1.5
> COc1ccc(CCN(C)C(=O)COc2ccc(C(=O)c3ccccc3)cc2)cc1OC
    i, 53, i, 1.2
> CC(C)(C)OC(=O)N[C@@H](C(=O)OC(C)(C)C)c1ccc2ccccc2c1
    i, 19, i, 0.7
> CC(C)(C)C1CCC(CN2C(Nc3ccccc3)=NC[C@@H]2Cc2ccccc2)CC1 (some centres not stated)
    i, 12, i, 0.8
> Cc1n[nH]c(=O)c2c(NC(=O)CSc3nnc(-c4ccco4)n3C)oc(C)c12
    i, 46, i, 1.0
> CCC(C)(C)C1CCC2(CC1)NC(=O)N(CC(=O)N(C)Cc1ccc(OC(F)F)cc1)C2=O (configuration not stated)
    i, 53, i, 0.4
> CCN1CCN(C(=O)CN2C(=O)c3ccccc3S2(=O)=O)CC1
    i, 40, i, 0.4
> CC(C)CN(C(=O)CSc1nc(-c2ccccc2)cn1N)c1c(N)n(Cc2ccccc2)c(=O)[nH]c1=O
    i, 4, i, 1.1
> Nc1ccc(-c2c3ccc(=O)cc-3oc3cc(O)ccc23)c(C(=O)O)c1
    i, 69, +, 6.5*
> O=C(CN1C(=O)NC2(CCCCC2)C1=O)NCC(=O)Nc1ccc(F)c(F)c1
    i, 13, i, 0.4
> CCN(C[C@H]1N[C@@](Cc2ccccc2)(C(=O)OC)[C@H]2C(=O)N(C)C(=O)[C@@H]12)C(=O)C1CCCCC1
    i, 21, i, 2.8
> CN1CCC[C@@H]1CCNC(=O)c1cccc2c1C(=O)c1ccc(N3CCCC3)cc1S2(=O)=O
    i, 13, i, 1.5
> Oc1cc(-c2ccncc2)cc2cccnc12
    i, 8, +, 12*
> C=CC[C@@H](CC(=O)N(CCO)Cc1ccccc1)C(=O)N[C@H](COC(=O)[C@@H](CC=C)CC(=O)OC(C)(C)C)C(C)(C)C
    i, 7, i, 3.1
> CN(CC(=O)Nc1ccccc1Br)C(=O)c1cccc(S(=O)(=O)NCc2ccccc2)c1
    i, 44, i, 0.6
> O=C(NCCS(=O)(=O)NC1CCCC1)c1ccc(F)cc1
    i, 32, i, 1.5
> CCN(CC(=O)Nc1c(F)cccc1F)C(=O)c1cccc(S(=O)(=O)NCc2ccccc2)c1
    i, 31, i, 0.6
> C#CCOCCOCCOCCNc1nc(N2CCN(C(=O)CCCCCCCCCCNC(=O)[C@H](CCCCN)n3cc(CCO)nn3)CC2)nc(N2CCN(C(=O)CCCCCCCCCCNC(=O)[C@@H]([C@H](C)O)n3cc(C)nn3)CC2)n1
    i, 38, i, 1.8
> CC1CCN(C(=O)CNC(=O)c2ccc(Br)o2)CC1
    i, 46, i, 1.1
> CCN(C(=O)COC(=O)/C=C/c1ccc(OC(F)F)c(OC)c1)C1CCS(=O)(=O)C1 (configuration not stated)
    i, 43, i, 0.5
> CCN(CC)S(=O)(=O)c1cc(NC(=O)CSCc2c(C)noc2C)ccc1C
    i, 53, i, 0.3
> O=C(COC(=O)CNS(=O)(=O)c1ccc(Br)cc1Cl)NC1CC1
    i, 41, i, 0.4
> CC(Sc1n[nH]c(-c2ccccc2)n1)C(=O)c1c(N)n(C)c(=O)n(C)c1=O (configuration not stated)
    i, 38, i, 1.4
> COc1cc(OC)cc(-c2c(-c3cccs3)c3cc(-c4ccc(SC)cc4)ccc3n2C)c1
    i, 27, i, 4.5
> [O-][n+]1c2cc(C(F)(F)F)ccc2c2n1CCN=C2c1ccc(Cl)cc1
    i, 39, i, 1.2
> COc1ccccc1CNC(=O)COc1ccc(S(=O)(=O)N2CCOCC2)cc1
    i, 39, i, 1.1
> N#Cc1ccc(S(=O)(=O)NCC(=O)OCC(=O)N2CCCC2=O)cc1
    i, 36, i, 0.5

Some values from the list.
C#CCOCCOCCOCCNc1nc(N2CCN(C(=O)CCCCCCCCCCNC(=O)[C@H](CCCCN)n3cc(CCO)nn3)CC2)nc(N2CCN(C(=O)CCCCCCCCCCNC(=O)[C@@H]([C@H](C)O)n3cc(C)nn3)CC2)n1 @ Myeloid diff 2 GFP+ MAC1+ % = 1.8
CN(CC(=O)Nc1ccccc1Br)C(=O)c1cccc(S(=O)(=O)NCc2ccccc2)c1 @ T cell HTS vesicle-bound % = 44

The main list resumes, repeating the four entries before the break.
Screens in order: T cell HTS, T cell HTS vesicle-bound %, Myeloid diff 2, Myeloid diff 2 GFP+ MAC1+ %
> COc1cc(OC)cc(-c2c(-c3cccs3)c3cc(-c4ccc(SC)cc4)ccc3n2C)c1
    i, 27, i, 4.5
> [O-][n+]1c2cc(C(F)(F)F)ccc2c2n1CCN=C2c1ccc(Cl)cc1
    i, 39, i, 1.2
> COc1ccccc1CNC(=O)COc1ccc(S(=O)(=O)N2CCOCC2)cc1
    i, 39, i, 1.1
> N#Cc1ccc(S(=O)(=O)NCC(=O)OCC(=O)N2CCCC2=O)cc1
    i, 36, i, 0.5
> O=C(NCC(c1ccco1)N1CCCC1)c1cc(=O)[nH]c2ccccc12 (configuration not stated)
    i, 28, i, 0.2
> COc1ccc(S(=O)(=O)N2CCCCC2)cc1NC(=O)c1ccc(Cl)nc1
    i, 16, i, 0.9
> Cc1nc(-c2ccccc2)nc(-c2ccccc2)n1
    i, 47, i, 2.0
> Cn1c(N)c(C(=O)COC(=O)COc2ccc(Cl)cc2)c(=O)n(C)c1=O
    i, 24, i, 0.5
> Cc1nn(CSc2c(F)c(F)c(F)c(F)c2F)c(C)c1[N+](=O)[O-]
    i, 11, i, 0.8
> CCOC(=O)[C@H]1[C@H]2COc3ccc(C)cc3[C@@H]2N2C(=O)[C@@H](C)NC(=O)[C@@]12C
    i, 44, i, 2.7
> Cc1ccc(S(=O)(=O)N[C@@H](C)C(=O)OCC(=O)N2c3ccccc3NC(=O)C2(C)C)cc1
    i, 29, i, 0.3
> CN(C)C1=NC[C@H](Cc2ccccc2)N1CCCC1CCCC1
    i, 29, i, 8.1
> COC(=O)c1ccccc1Oc1cc(C(F)(F)F)nc(-c2ccccn2)n1
    i, 33, i, 0.3
> CC(C)CN(C(=O)COC(=O)CSc1ccccc1F)c1c(N)n(Cc2ccccc2)c(=O)[nH]c1=O
    i, 13, i, 0.8
> O=C(COC(=O)c1cc(S(=O)(=O)N2CCCCC2)ccc1Cl)NC1CCS(=O)(=O)C1 (configuration not stated)
    i, 56, i, 0.5
> CCN1C(=O)C(=O)N(CC(=O)c2[nH]c(C)c(C(C)=O)c2C)C1=O
    i, 31, i, 0.7
> O=C(NCC1COc2ccccc2O1)c1ccc(-n2cncn2)c([N+](=O)[O-])c1 (configuration not stated)
    i, 42, i, 1.0
> CCOc1ccc(CCNC(=O)COC(=O)COc2ccc(C(=O)CC)cc2)cc1OCC
    i, 48, i, 0.1
> Cc1cc(C(=O)CCC(=O)NNC(=O)c2ccccc2O)c(C)s1
    i, 36, i, 0.3

Random excerpt: two compounds from above, in no set order.
Screens in order: T cell HTS, T cell HTS vesicle-bound %, Myeloid diff 2, Myeloid diff 2 GFP+ MAC1+ %
> CCOc1ccc(CCNC(=O)COC(=O)COc2ccc(C(=O)CC)cc2)cc1OCC
    i, 48, i, 0.1
> O=C(NCC(c1ccco1)N1CCCC1)c1cc(=O)[nH]c2ccccc12 (configuration not stated)
    i, 28, i, 0.2

Next part:
Screens in order: T cell HTS, T cell HTS vesicle-bound %, Myeloid diff 2, Myeloid diff 2 GFP+ MAC1+ %
> O=C(Cn1nnc(-c2ccc(F)cc2)n1)Nc1cccc(S(=O)(=O)N2CCCC2)c1
    i, 24, i, 0.6
> CSc1nc(N)nc2c1ncn2CC(=O)NCCCN1CCCC1=O
    i, 19, i, 0.8
> COC(=O)[C@H](CCSC)NC(=O)Cn1ccc(NC(=O)OCc2ccccc2)nc1=O
    i, 42, i, 1.9
> COc1ccc(C)cc1NC(=O)CN1CCN(S(=O)(=O)c2ccc3ccccc3c2)CC1
    i, 32, i, 0.1
> O=C(CCNC(=O)c1ccc([N+](=O)[O-])cc1)Nc1cccc(S(=O)(=O)N2CCOCC2)c1
    i, 49, i, 0.3
> COCCn1c(C)cc(/C=N/NC(=O)c2cc3ccccc3cc2O)c1C
    i, 19, i, 0.2
> COc1cccc(/C=C/C(=O)NNC(=O)c2ccncc2)c1
    i, 35, i, 1.5
> Cc1cnc(C(=O)OCC(=O)c2ccccc2)cn1
    i, 44, i, 1.3
> Cc1cc(NC(=O)CSc2nc(=O)n(CCN(C)C)c3c2CCCC3)no1
    i, 26, i, 0.4
> CCOc1ccccc1NC(=O)COC(=O)COc1c(Cl)cc(Cl)c2ccc(C)nc12
    i, 31, i, 0.5
> C[C@H](CO)N1C[C@H](C)[C@@H](CN(C)CC2CC2)Oc2c(NS(=O)(=O)c3ccc(F)cc3)cccc2C1=O
    i, 11, i, 1.1
> Cc1ccc(Cl)c2c1NC(=O)C2=O
    +, nt, i, 1.1
> Cc1ccc(S(=O)(=O)N2CCN(C(=O)Cc3sc(C)nc3-c3ccc(F)cc3)CC2)c(C)c1
    i, 52, i, 1.6
> CCN(CC(=O)Nc1c(F)cccc1F)C(=O)CN1C(=O)c2ccccc2C1=O
    i, 14, i, 1.0
> C[C@H]1CN=C(N(C)C)N1CC1CCC(C(C)(C)C)CC1 (some centres not stated)
    i, 20, i, 2.3

Next part.
molecule,T cell HTS,T cell HTS vesicle-bound %,Myeloid diff 2,Myeloid diff 2 GFP+ MAC1+ %
O=c1cc(-c2ccsc2)oc2ccccc12,i,48,i,1.3
CN(Cc1nc2ccccc2c(=O)[nH]1)C(=O)c1cccc(S(=O)(=O)N2CCc3ccccc32)c1,i,16,i,0.3
O=C(COc1ncnc2ccccc12)NC1CCCCC1,i,53,i,0.4
O=C1CSc2ccc(C(=O)NCc3ccccn3)cc2N1,i,36,i,1.5
Cc1cccc(N2CCN(C(=O)[C@H](C)N3C(=O)C4CC=CCC4C3=O)CC2)c1C (some centres not stated),i,9,i,0.8
NC(=O)c1ccccc1NC(=O)c1cccc(C(=O)Nc2ccccc2C(N)=O)n1,i,31,i,0.1
CCN(CC)S(=O)(=O)c1ccc(N2CCCC2)c(NC(=O)c2ccc([N+](=O)[O-])o2)c1,i,25,+,5.1*
Cc1ccc(C(=O)N(C)CCOc2ccccc2)cc1S(=O)(=O)N1CCOCC1,i,33,i,0.1
O=C(COC(=O)CNC(=O)c1ccccc1Cl)Nc1cc(C(F)(F)F)ccc1Cl,i,42,i,0.8
O=C(COC(=O)c1ccccc1O)Nc1ccc(N2CCOCC2)cc1,i,33,i,0.7
O=C(CN1C(=O)NC2(CCCCC2)C1=O)Nc1ccccc1N1CCCC1,i,46,i,1.1
C/C(=N\NC(=O)c1cccc(S(=O)(=O)N2CCCC2)c1)c1ccncc1,i,18,i,1.0
CN(Cc1nc2ccccc2c(=O)[nH]1)C(=O)c1cc2c(s1)CCCCC2,i,40,i,0.9
CCCCn1c(N)c(N(CC(C)C)C(=O)CCCc2nc3ccccc3c(=O)[nH]2)c(=O)[nH]c1=O,i,35,i,1.2
O=C(NCCCN1CCCC1=O)c1cccc(NS(=O)(=O)c2ccc(Br)cc2)c1,i,52,i,0.2
CC1CC(C)CN(C(=O)C2CC(=O)N(c3ccc4c(c3)OCCO4)C2)C1 (configuration not stated),i,29,i,0.8
CCc1ccccc1NC(=O)CNC(=O)c1n[nH]c(=O)c2ccccc12,i,35,i,0.5
Cc1noc(C)c1C(=O)Nc1nc(-c2ccc(F)cc2)cs1,i,32,i,2.0
CCCCn1c(N)c(N(CC(C)C)C(=O)c2cc(S(=O)(=O)N3CCCCC3)ccc2C)c(=O)[nH]c1=O,i,39,i,1.0
COC(=O)Cc1cc(C)cc2c(=O)cc(-c3ccoc3)oc12,i,46,i,1.4
CCOc1ccc(NC(=O)CN2CCCC2c2cccs2)cc1S(=O)(=O)N1CCCC1 (configuration not stated),i,31,i,0.5
C[C@H](CO)N1C[C@H](C)[C@@H](CN(C)CC2CC2)Oc2c(NS(=O)(=O)c3ccccc3)cccc2C1=O,i,11,i,0.9
O=C(COC(=O)CCSc1ccccc1)Nc1ccccc1,i,36,i,1.2
CC(NC(=O)COC(=O)COc1ccc(Cl)cc1)c1ccccc1 (configuration not stated),i,33,i,1.4
Cc1cccc(CSc2nc3ccccc3c(=O)n2C)c1,i,12,i,1.2
COC(=O)c1cc(Oc2ccc(S(=O)(=O)N3CCOCC3)cc2[N+](=O)[O-])cc(C(=O)OC)c1,i,55,i,0.3
CN1CC(=O)N(CC(=O)Nc2ccc(N3CCOCC3)cc2)C1=O,i,24,i,0.6
CN(CC(=O)Nc1ccc2c(c1)OCO2)CC(=O)Nc1ccc(F)c(F)c1F,i,10,i,2.1

A portion of the library; rates above refer to the full screens.
